MCL1-BIM inh = inhibitors of human MCL1 binding to BIM-BH3 peptide; Q07820; GST-MCL1 / FITC-Bim-BH3 fluorescence polarization; inhibition, % at 10.9 µM; 0.68% of 320,000 active; AID 2057;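 active means inhibition above the mean inhibition of all tested compounds plus 3 SD, set per campaign, cut at about 40% in these data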;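 further: 0% = DMSO wells and 100% = unlabeled Bim-BH3 peptide control; higher means more loss of mP so more displacement of Bim peptide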
Target sequence (Q07820 whole entry, looked up): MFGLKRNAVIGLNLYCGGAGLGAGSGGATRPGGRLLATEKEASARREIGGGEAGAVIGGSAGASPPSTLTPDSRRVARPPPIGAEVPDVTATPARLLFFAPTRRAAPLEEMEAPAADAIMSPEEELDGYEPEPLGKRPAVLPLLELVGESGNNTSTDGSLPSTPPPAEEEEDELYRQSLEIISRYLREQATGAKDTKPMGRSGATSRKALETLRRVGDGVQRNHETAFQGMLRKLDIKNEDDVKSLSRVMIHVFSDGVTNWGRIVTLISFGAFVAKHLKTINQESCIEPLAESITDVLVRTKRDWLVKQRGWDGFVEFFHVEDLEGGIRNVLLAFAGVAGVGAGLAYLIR
Bcl-xL primary = inhibitors of human Bcl-xL; inhibition, % at 10.9 µM; Q07817; GST-Bcl-xL / FITC-Bim BH3 peptide fluorescence polarization; 0.7% of 320,000 active; AID 2129;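 active means inhibition above the mean of all tested compounds plus 3 SD, cutoff set per campaign, cut at about 30% in these data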;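 further: 0% = DMSO wells and 100% = unlabeled Bim-BH3 peptide competitor; inhibitors lower millipolarization by displacing the labeled peptide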
Target sequence (Q07817 whole entry, looked up): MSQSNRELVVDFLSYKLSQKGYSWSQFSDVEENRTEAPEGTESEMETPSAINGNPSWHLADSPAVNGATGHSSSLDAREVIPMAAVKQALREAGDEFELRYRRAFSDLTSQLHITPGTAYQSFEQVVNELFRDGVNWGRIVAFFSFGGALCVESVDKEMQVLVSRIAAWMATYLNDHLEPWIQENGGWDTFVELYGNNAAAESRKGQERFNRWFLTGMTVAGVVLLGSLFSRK
PME-1 inh = PME-1 (human) inhibition; AID 2130; 0.53% of 320,000 active; Q9Y570; recombinant PME-1, FP-Rh probe fluorescence polarization; inhibition, % at 5.9 µM;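 active means inhibition above the campaign mean of all compounds plus 3 SD, cut at about 26% in these data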;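 further: competitive labeling of PME-1 active site by serine hydrolase directed probe; 0% = PME-1 with DMSO and 100% = wells lacking PME-1 enzyme; inhibitors block probe labeling so polarization falls and inhibition rises; many of its hits are not listed in these tables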
Target sequence (Q9Y570 whole entry, looked up): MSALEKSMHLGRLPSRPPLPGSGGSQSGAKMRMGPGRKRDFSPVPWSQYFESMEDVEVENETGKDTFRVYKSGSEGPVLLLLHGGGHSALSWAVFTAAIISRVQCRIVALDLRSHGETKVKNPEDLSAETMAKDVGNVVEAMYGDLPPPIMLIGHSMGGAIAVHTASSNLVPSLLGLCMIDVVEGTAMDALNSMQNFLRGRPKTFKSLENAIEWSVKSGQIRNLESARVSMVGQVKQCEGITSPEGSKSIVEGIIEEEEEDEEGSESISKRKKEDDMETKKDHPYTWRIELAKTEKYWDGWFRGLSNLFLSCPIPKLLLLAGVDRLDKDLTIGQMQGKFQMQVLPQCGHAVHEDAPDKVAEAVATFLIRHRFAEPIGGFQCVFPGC
GRK2 aptamer HTS = human GRK2 inhibition via aptamer displacement. P25098. bead flow cytometry, FAM-aptamer displacement from GRK2. inhibition of aptamer binding, % at 10 µM. 0.59% of 330,000 active;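 active means inhibition of aptamer binding above 40%, roughly 3 SD of noise, on plates passing a quality check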;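 further: median bead fluorescence of bound FAM aptamer so fluorescent compounds give negative values; no value below 0 was filed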
GLD-1 TGE inh = GLD-1-TGE RNA interaction inhibition (C. elegans); inhibition, % at 5.96 µM; purified GLD-1 + fluorescein TGE RNA, fluorescence polarization; 0.44% of 320,000 active;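 active means percent inhibition above a per-plate cutoff, the plate mean of test compounds plus 3 SD, cut at about 30% in these data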;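 further: 0% = DMSO wells with GLD-1 and probe and 100% = wells lacking GLD-1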
VLA-4 inh = inhibition in a human VLA-4 binding assay | inhibition, % (about 7 µM as worked out from the volumes in the protocol) | 0.2% of 330,000 active | VLA-4 expressing cells, ligand binding flow cytometry | P13612; in the data active means inhibition above about 50%
MEX-5 binding = C. elegans MEX-5 TCR-2 RNA binding activity; Q9XUB2; MEX-5/FITC-TCR2 RNA binding, fluorescence polarization; hits give low values; activity score (negative = inhibition of binding), % at 10 µM; 0.38% of 300,000 active;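 active means inhibition past about -25% in most replicates, and total fluorescence under double the plate's negative control median, limit read from the data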;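 further: 0% = DMSO and -100% = 5 µM competing unlabeled TCR2 RNA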
Fam108B counter = counter-screen for RBBP9 inhibitors: inhibitors of mouse Fam108B | recombinant Fam108B, FP-Rh probe fluorescence polarization | inhibition, % at 9.51 µM | 0.33% of 300,000 active;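 active means inhibition above the screen mean inhibition plus 3 SD, computed separately per campaign, cut at about 18% in these data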;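 further: inhibitors lower polarization as less probe binds the enzyme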
Efflux pump inh = inhibitors of Candida antifungal efflux pumps expressed in yeast | S. cerevisiae Candida pump triplex, Nile Red efflux | inhibition, % at 10 µM | 0.44% of 330,000 active;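 active means plate passing quality check with inhibition over a set limit, or well fluorescence over plate mean plus 4 SD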;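 further: Nile Red retained in pooled yeast measured as flow cytometry median fluorescence; 0% = buffer negative control and 100% = Enniatin B positive control; higher means more Nile Red kept so more efflux inhibition; some compounds called inactive have numbers as strong as hits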
Numbers without * were called inactive; nt = not tested or not shown. The list is partial; count on the stated rates, not on these rows.

Below each compound: MCL1-BIM inh	Bcl-xL primary	PME-1 inh	GRK2 aptamer HTS	GLD-1 TGE inh	VLA-4 inh	MEX-5 binding	Fam108B counter	Efflux pump inh
CCOC(=O)Cc1csc(NC(=O)NC2(C(F)(F)F)Oc3cc(Cl)c(Cl)cc3O2)n1
    22	1	-4	0	2	8	-1.1	-1	-0.2
CC1=C(C(=O)N(C)C)C(c2ccc(N3CCOCC3)cc2)NC(=O)N1 (stereo unspecified)
    -6	6	-7	2	-7	-7	-0.6	0	-0.1
COCCSc1ncnc2c1oc1nc3c(cc12)COC(C)(C)C3
    2	0	1	0	-6	1	0.6	1	0.1
CCC(=O)Nc1c2c(nn1-c1ccc(F)cc1)CS(=O)(=O)C2
    -8	-2	-4	0	3	16	1.0	-3	-0.1
Cc1nnc(N2CCC(C(=O)N3CCCCCC3)CC2)c2nn(-c3ccc(Cl)cc3)c(C)c12
    7	2	1	0	-3	-6	-1.0	2	0.3
O=C(Cn1cc2c(n1)CCCCC2)N1CCc2ccccc21
    -9	-3	-5	6	-11	2	4.3	-2	0.8
O=S1(=O)CC(O)C(NCCO)C1 (stereo unspecified)
    1	1	0	1	-1	-3	0.4	0	-0.1
COc1ccc(C(=O)COC(=O)Cn2c(C)csc2=O)c(OC)c1
    10	4	-2	3	1	-7	2.6	2	0.1
COC(=O)c1ccc(NC(=O)Nc2ccccc2C)cc1
    3	2	-5	1	-8	3	-2.7	2	0.0
COC(=O)C1=C(C)N=C2SC(C)C(=O)N2C1/C=C/c1ccccc1OC (stereo unspecified)
    0	-1	-11	0	-2	4	3.3	-5	0.1
COc1ccc(CN2C(=O)c3cccnc3C2=O)cc1S(=O)(=O)N1CC(C)CC(C)C1 (stereo unspecified)
    -8	4	0	2	-3	16	-1.1	-9	0.4
CC(=O)COc1ccc2cc(-c3ccccc3)c(=O)oc2c1
    3	2	2	0	5	-11	-3.4	-5	0.1
CSc1cccc(NC(=O)CN(Cc2ccc(Cl)cc2)S(C)(=O)=O)c1
    -8	-2	-2	0	2	8	-2.3	2	-0.1
Cc1ccc(-n2c3nc(=O)[nH]c(=O)c-3cc3cc([N+](=O)[O-])ccc32)cc1C
    17	10	23	4	4	6	-6.9	17	-0.1
O=C1c2ccccc2C(=O)c2c1ccc1c(=O)n(C3CCCCC3)[nH]c21
    9	12	8	1	0	-7	-0.2	7	0.0
O=S1(=O)CCOC[C@H](CC2CCCCC2)N1Cc1cccc(C(F)(F)F)c1
    1	2	4	0	4	13	-0.7	0	-0.1
O=C(c1ccc(S(=O)(=O)N2CCCCCC2)cc1)N1CCC(CN2C(=O)c3cccc4cccc(c34)C2=O)CC1
    -2	4	1	2	-3	10	1.1	-12	-0.1
Cc1cnc(NC2=NCCC2)s1
    4	3	2	10	0	27	-3.9	-1	0.2
CCN1CCN(Cc2nc3c(c(=O)n(C)c(=O)n3C)n2Cc2cccc3ccccc23)CC1
    5	1	-2	2	4	8	-0.6	-2	-0.1
CCOc1cccc(/C=C/C(=O)O)c1
    -6	-6	-6	0	-5	8	-0.8	-4	0.3
Cc1ccc(S(=O)(=O)N2C3C=CC(C3)C2C(=O)O)cc1 (stereo unspecified)
    1	0	-2	4	6	5	2.1	2	0.1
CC(=Nc1ccccc1)C1=C(O)CSC1=O
    13	13	-4	4	6	21	-2.6	0	0.0
O=C1c2ccccc2NC(c2cccc([N+](=O)[O-])c2)N1O (stereo unspecified)
    2	3	-5	10	-3	2	1.1	1	0.2
COc1ccc(CC(=O)N2CCc3ccccc32)cc1
    2	-1	-6	0	-2	1	-0.9	1	-0.2
Cc1cc(C)cc(OCCNC(=O)c2ccc(Br)cc2)c1
    4	3	1	0	7	30	-2.6	0	0.1
Cc1ccc(C(=O)Oc2oc(-c3ccco3)nc2C=Nc2ccc(Cl)cc2)cc1
    3	9	-2	1	3	14	2.0	1	-0.1
O=C(NC(Cc1c[nH]c2ccccc12)C(=O)O)c1ccc(F)cc1 (stereo unspecified)
    0	1	-17	0	-4	2	0.5	7	0.0
CCn1c(C(C)C)n[nH]c1=S
    6	0	1	1	9	5	-1.1	-2	-0.2
CCOC(=O)Cn1c(=O)c2c(nc3n2CCCCN3c2ccc(OCC)cc2)n(C)c1=O
    0	3	5	0	-3	2	-4.2	0	0.1
Cc1no[n+]([O-])c1COc1ccccc1/C=C1\NC(=S)NC1=O
    4	1	-2	0	-13	-7	-5.8	5	0.1
COc1ccccc1NC(=O)Cc1nc(CCl)cs1
    7	3	-1	5	8	nt	0.5	1	0.0
COC(=O)C(C(=O)Nc1cccc(Cl)c1C)C1CCCC1 (stereo unspecified)
    2	0	3	2	0	2	-1.5	0	0.0
CCOC(=O)N1CCN(C(=O)CSc2ccc(-c3ccccc3OC)nn2)CC1
    -2	2	-4	0	0	1	1.6	0	0.2
CCOC(=O)C(NCCc1ccccc1F)(NC(=O)CC)C(F)(F)F (stereo unspecified)
    4	0	2	0	1	6	0.3	2	0.0
O=C(Nc1cccc(F)c1)NC1(C(=O)NCC2CCCO2)CCCCC1 (stereo unspecified)
    7	6	-3	0	4	3	1.0	2	-0.1
Cc1ccc(C2=NC3(CCCC3)NC2=S)cc1
    11	12	3	3	-2	1	-5.8	6	-0.1
CCn1c(SCc2nc(-c3ccccc3)no2)nc2ccccc21
    -5	-1	3	0	-7	9	-0.6	0	0.0
COc1cc(C(=O)NCc2cc3ccccc3n2C)cc(OC)c1OC
    10	2	5	0	0	11	0.0	2	0.0
C#CCOCCOCCOCCNc1nc(N2CCN(C(=O)[C@H](CCC(=O)O)n3cc([C@@H](N)[C@H](C)CC)nn3)CC2)nc(N2CCN(C(=O)[C@H](CCC(=O)O)n3cc([C@@H](N)CC(N)=O)nn3)CC2)n1
    nt	nt	nt	0	-1	-4	nt	nt	0.0
Cc1cccc(N2CCN(S(=O)(=O)c3cnc[nH]3)CC2)c1C
    6	13	-4	0	14	-10	-2.2	-3	0.1
O=C(c1cn(-c2ccccc2)nc1-c1cccnc1)N1CCCCC1
    -5	-2	3	1	5	-3	0.8	4	-0.2
COc1ccc(C(=O)NC(=O)Nc2cc(C)ccn2)cc1
    7	1	0	0	1	-17	-3.7	11	0.1
COc1ccccc1CNC(=O)c1ccccc1OCc1ccc(F)cc1
    2	7	0	6	8	4	1.8	0	0.0
CCC(c1nnnn1C(C)(C)C)N1CCN(C(=O)c2ccco2)CC1 (stereo unspecified)
    7	6	1	0	2	5	-0.4	1	0.2
NS(=O)(=O)c1ccc(CNC(=O)C(Cc2ccccc2)NS(=O)(=O)c2ccccc2F)cc1 (stereo unspecified)
    -4	-4	5	1	-3	43	2.0	2	0.0
COc1ccc(S(=O)(=O)c2c(O)c3ccc(C(=O)Nc4ccc(F)cc4)cc3[nH]c2=O)cc1
    -2	9	3	5	1	3	-0.6	-1	0.0
O=C(NC(=S)NCCc1ccccc1)c1cccc(Cl)c1
    5	1	2	0	-2	3	0.1	0	-0.1
O=[N+]([O-])c1cc(/C=N/n2cnnc2)ccc1N1CCCC1
    11	-4	4	0	1	2	-2.7	4	0.2
CC(=O)c1cccc(NC(=S)NC(=O)c2cncc(Br)c2)c1
    24	13	1	0	-1	10	0.1	1	0.2
Cn1c(=O)c2sccc2n(Cc2ccccc2)c1=O
    2	3	1	0	6	9	-0.3	2	-0.1
CCN(CC)CCOC(=O)c1ccc(NC(=O)c2ccc(Cl)c(S(=O)(=O)N3CCCCCC3)c2)cc1
    -5	9	-19	0	-2	9	0.7	-22	0.0
O=C(NCc1ccccc1)c1ccccc1NC(=O)C1CCCCC1
    -7	-1	-4	8	0	-8	-2.1	8	0.1
CCOC(=O)N1CCN(C(=O)C2CCC(=O)N(CCc3ccccc3)C2)CC1 (stereo unspecified)
    8	3	0	0	3	-10	1.8	0	-0.4
Cc1cc(-c2cc(C(=O)NCc3ccccc3)on2)nc(NCC2CC2)n1
    -2	2	-5	1	-8	-5	-1.2	0	0.0
CCN(Cc1ccccc1)C(=S)NC(=O)c1ccccc1Br
    10	5	-1	1	-4	0	1.1	3	0.0
Clc1cccc(/C(Cc2nc3ccccc3[nH]2)=N\Nc2ccccc2)c1
    0	5	13	0	6	7	0.3	3	0.1
COc1ccccc1OCCn1c(C)c(C=O)c2ccccc21
    0	3	-1	0	6	1	-1.1	0	-0.1
COc1ccc2[nH]c3c(c2c1)CC(C)NC3=O (stereo unspecified)
    nt	nt	nt	0	nt	11	0.5	nt	0.1
Cc1ccc(/C=C(\NC(=O)c2ccccc2)C(=O)N2CCCCC2)cc1
    0	9	-1	0	-4	-11	0.0	8	-0.2
Cc1cnc(-c2nnc(N(C)C(=O)C3CCCO3)s2)cn1 (stereo unspecified)
    3	3	-7	3	-10	-4	-1.2	1	-0.1

(more compounds)
Below each compound: MCL1-BIM inh	Bcl-xL primary	PME-1 inh	GRK2 aptamer HTS	GLD-1 TGE inh	VLA-4 inh	MEX-5 binding	Fam108B counter	Efflux pump inh
C/C(=N\NC(=O)CN1CCCCC1)c1cccc([N+](=O)[O-])c1
    -5	1	5	0	6	-7	nt	-5	0.3
Cc1noc(C)c1COC(=O)c1cc2c3ccccc3n(C)c2s1
    3	6	-4	1	-2	-9	nt	-2	0.1
Cc1cc(C)n(C(=O)C(C(=O)c2ccccc2)C(C)C)n1 (stereo unspecified)
    0	3	-3	0	6	21	2.5	-3	-0.1
CCOC(=O)CNC(=O)c1cc(-c2ccc3c(c2)OCCO3)oc1C
    4	6	-5	0	-4	1	1.0	4	-0.1
CN1C(=O)CC(Sc2ccccc2C(=O)O)C1=O (stereo unspecified)
    3	5	3	2	5	6	-1.7	-3	0.0
COc1ccc(-c2noc(CCC(=O)Nc3nc4ccccc4s3)n2)cc1
    -3	8	-8	0	-3	-250	-1.6	-2	-0.1
COc1cc(-c2noc(-c3cccs3)n2)cc(OC)c1OC
    -1	-2	-7	2	-2	22	0.0	0	0.1
CCSc1ncc(Cl)c(C(=O)Nc2ccccc2Cl)n1
    3	8	-5	3	0	23	0.8	-1	0.1
Cc1ccc(CNC(=O)C2CCN(S(=O)(=O)N3CCOCC3)CC2)cc1
    6	6	-7	0	6	-2	1.3	5	0.0
CS(=O)(=O)Nc1ccc(C(=O)Nc2ccc3c(c2)OCO3)cc1
    6	5	-6	1	1	7	-6.8	0	0.0
CCOC(=O)C1CCN(C(=O)CN2C(=O)NC(C)(c3ccc4cc(OC)ccc4c3)C2=O)CC1 (stereo unspecified)
    nt	nt	nt	1	-5	-3	nt	nt	0.0
COc1ccc(C(=O)c2cc3cccc(OC)c3o2)cc1
    -9	0	-1	6	0	11	0.0	-1	0.1
O=C(CN1CCN(c2ncc(C(F)(F)F)cc2Cl)CC1)NCCNc1ncc(C(F)(F)F)cc1Cl
    2	7	1	0	1	1	-1.2	4	0.2
C/C(=N\NC(=O)c1cccc(F)c1)c1ccc(Br)s1
    7	2	2	0	1	-7	-1.1	2	0.0
COc1ccc(C(=O)NCCc2c[nH]c3ccccc23)cc1OC
    6	0	-1	0	-18	-19	2.3	1	-0.1
O=C(/C=C/Nc1ccccc1Br)c1ccccn1
    -1	3	3	1	7	2	-0.9	0	0.1
